# Bioassay records from PubChem.
# MPTP block: permeability transition pore inhibition. isolated mouse mitochondria, Ca2+ swelling absorbance, 30 min. AID 602449. actives 1.4% (n = 360,000). inhibition, % at 10 µM;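 active = inhibition of 50% or more, scaled per plate between neutral and stimulator controls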;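 also: 0% = DMSO wells given calcium and 100% = 1 mM EGTA wells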
# APJ agonist: agonists of human APJ apelin receptor | CHO-K1 APJ PathHunter beta-arrestin, luminescence; 0% DMSO wells, 100% apelin | activation, % at 20 µM | actives 0.11% (n = 330,000) | P35414;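 active = activation more than six SD over the plate average, tested at 20 µM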;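 also: 0% = DMSO alone and 100% = apelin-13 at 10 nM; some results filed as inactive read as strong as hits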
# Target sequence (P35414 whole entry, looked up): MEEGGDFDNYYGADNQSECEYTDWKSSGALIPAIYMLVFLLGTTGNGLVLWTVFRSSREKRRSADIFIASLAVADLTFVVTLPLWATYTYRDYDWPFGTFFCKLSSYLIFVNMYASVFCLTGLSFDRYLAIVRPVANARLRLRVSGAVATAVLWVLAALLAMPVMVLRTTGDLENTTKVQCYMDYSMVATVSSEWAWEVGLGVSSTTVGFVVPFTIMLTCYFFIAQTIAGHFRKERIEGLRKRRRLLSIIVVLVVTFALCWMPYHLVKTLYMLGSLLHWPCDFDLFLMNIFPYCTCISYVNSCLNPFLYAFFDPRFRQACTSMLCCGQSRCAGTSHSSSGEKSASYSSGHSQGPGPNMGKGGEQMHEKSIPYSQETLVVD
#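 Material: engineered CHO-K1 APJ arrestin reporter cells; amount: 1000 CHO-K1 reporter cells seeded per well; incubation: compound stimulation 90 min at 25 °C, detection 60 min; signal: luminescent beta-gal fragment complementation, chemiluminescent substrate; read-out basis: APJ agonist activity; controls: DMSO-only wells as negative, 10 nM Apelin-13 as positive control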
# tim23-1 inh: growth inhibitors of tim23-1 mutant yeast | S. cerevisiae tim23-1 growth, BacTiter-Glo luminescence, 24 h | inhibition, % at 20 µM | actives 1.3% (n = 330,000) | AID 463212;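 active = growth inhibition of the mutant yeast at or above 50%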;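 also: temperature-sensitive mutant grown at 25 °C; plate controls were DMSO-treated mutant yeast for no effect and medium wells lacking yeast for full effect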
# APJ antag: blocks the human apelin receptor APJ; P35414; inhibition, % at 20 µM; actives 0.32% (n = 330,000); AID 2521; CHO-K1 APJ beta-arrestin complementation, luminescence;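 active = inhibition above about 40% at 20 µM, limit read from the data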;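 also: cells challenged with 10 nM apelin-13 agonist together with compound; plate controls were apelin-13 plus DMSO wells for no effect and DMSO wells lacking apelin-13 for full effect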
# MIN6 prolif: MIN6 beta-cell proliferation induction; proliferation, % at 10 µM; MIN6 cells proliferation, ATPlite luminescence, 48 h; cells starved in 0.2% serum; 100% = growth in 10% serum; actives 0.29% (n = 330,000);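 active = compounds whose signal lies at least 3.5 SD above the mean of all wells on their plate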;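 also: 0% = DMSO-treated cells in low-serum medium and 100% = 10% serum control; some compounds called inactive have numbers as strong as hits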
# TIM10 inh: TIM10 yeast growth inhibition. S. cerevisiae TIM10 strain growth, BacTiter-Glo luminescence, 24 h. inhibition, % at 10 µM. actives 1.4% (n = 330,000). AID 463195;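 active = inhibition of 40% or more at the single tested concentration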;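 also: wild-type TIM10 isogenic control strain grown at permissive 25 °C; 0% = DMSO yeast wells and 100% = minimal medium wells without yeast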
# NLRP3 yeast inh: inhibitors of NALP3 inflammasome in yeast | AID 2825 | inhibition, % at 10 µM | Yeast reconstituted NLRP3/ASC/caspase-1, beta-gal luminescence, 24 h | actives 0.39% (n = 330,000);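 active = inhibition of 50% or more; inactive = inhibition below 50%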;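 also: plate controls were induced DMSO wells for no effect and uninduced yeast grown without galactose for full effect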
# tim10-1 inh: inhibits growth of tim10-1 mutant yeast. S. cerevisiae tim10-1 ts strain growth, BacTiter-Glo, 24 h. inhibition, % at 20 µM. actives 2.2% (n = 330,000). AID 463190;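 active = inhibition of at least 40%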;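 also: mutant grown at 25 °C; 0% = DMSO wells with yeast and 100% = wells holding no yeast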
# NR3A LBD binder: modulates the human NR3A ligand-binding domain | Tm shift relative to glycine control, % at 25 µM | NR3A LBD differential scanning fluorimetry, Tm shift; 0% = protein alone, 100% = glycine-bound protein | actives 2.5% (n = 340,000);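 active = melting temperature shift of at least 10% of the positive control shift, at one fixed dose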
# * = called active by the depositor.
SMILES,MPTP block,APJ agonist,tim23-1 inh,APJ antag,MIN6 prolif,TIM10 inh,NLRP3 yeast inh,tim10-1 inh,NR3A LBD binder
C=CCOc1ccc(CNn2cn[nH]c2=S)cc1,-0.5,3,-14,4,-1,-11,14,-7,0
CCCN1CCC(=NNc2ccc(C(=O)O)cc2)CC1,-0.4,2,8,17,-1,-3,-6,13,-1
COc1ccc(CN2C(=O)c3ccccc3C2=O)cc1C(=O)OCC(=O)NC1CCCCC1,-1.0,-1,17,20,-2,15,2,11,-1
CC(=O)Nc1ccc(C2NC(=O)c3ccccc3O2)cc1 (stereo unspecified),-0.9,-7,15,6,-1,-3,20,21,0
O=C(Nc1ccc2ccccc2c1)c1ccc(Cl)cc1,0.0,-1,-12,0,-3,-9,9,-6,-4
CC(=NCCc1c(C)[nH]c2ccc(C)cc12)C1=C(O)CC(c2ccccc2)CC1=O (stereo unspecified),-2.4,-1,24,-15,0,19,30,-6,-5
Cn1ncc([N+](=O)[O-])c1C(=O)Nc1ccc(-c2nc3ccccc3o2)cc1,-0.8,1,1,-6,-2,4,25,2,-29
CCc1cc2c(N=Nc3c(O)[nH]c4ccccc34)ncnc2s1,1.3,-1,-40,12,-3,6,-8,1,1
Cc1ccc(N2C(=O)c3ccc(C(=O)O)cc3C2=O)cc1C,0.1,-4,2,6,-1,3,2,14,3
COc1ccccc1C1/C(=C(/O)c2ccc(C)cc2)C(=O)C(=O)N1CC(C)O (stereo unspecified),-2.0,-2,-12,-1,1,-16,11,-11,2
Cc1ccc(C)c(NC(=O)N2CCCCCC2)c1,0.6,4,7,-2,0,5,3,0,-2
O=C(NNc1cccc(Cl)n1)Nc1ccccc1,0.8,8,16,-7,0,9,8,13,0
CC[C@@]1(C(=O)OC)N[C@H](CN(C)C(=O)Nc2ccc(Cl)cc2)[C@@H]2C(=O)N(C)C(=O)[C@@H]21,4.7,-4,-14,-1,-1,-4,3,-2,-1
O=C(Cc1ccccc1)N[C@@H](Cc1ccccc1)C(=O)O,-0.1,-3,-11,1,3,-2,7,-13,-3
Cc1cc(C)cc(NS(=O)(=O)c2ccc3[nH]cc(C(=O)N4CCc5ccccc54)c(=O)c3c2)c1,-2.0,-2,1,-8,-5,-1,10,7,13*
CC(NC(=O)C12CC3CC(CC(C3)C1)C2)C(=O)N/N=C/C1=C(N2CCOCC2)C(=C\c2cccc([N+](=O)[O-])c2)/CC1 (stereo unspecified),-4.8,2,32,-4,0,18,3,20,-10
Cc1ccc2nc(C)cc(C(=O)N/N=C/c3ccncc3)c2c1,-1.9,-5,-12,5,-2,-3,14,-22,0
O=C(NNS(=O)(=O)c1ccccc1)c1cccnc1,0.6,-2,-7,-5,1,11,6,17,2
CC1CCCC(C(=O)O)N1C(=O)CCSC(=O)c1ccccc1 (stereo unspecified),-0.3,-3,2,0,-3,-2,11,3,1
O=C(NC1CCS(=O)(=O)C1)OC1CCCCC1 (stereo unspecified),0.4,1,-4,14,-1,-1,9,-7,-1
CCc1ccccc1N(C(C)=O)c1nc(CCl)cs1,-0.1,-3,13,0,0,22,-3,8,0
Cn1cc(S(=O)(=O)Nc2ccc(OC(F)(F)F)cc2)c(=O)n(C)c1=O,-1.4,-4,-23,-6,-2,-40,3,-36,0
c1cc(-c2cc3cc(N4CCOCC4)ccc3o2)cs1,0.4,7,2,-11,-8,2,15,7,-2
CCCC(=O)NC1=C(C#N)C2(CCCCC2)Cc2ccccc21,0.1,-5,13,12,1,-3,16,24,3
Cc1ccc(NC(=O)c2nc[nH]c2C(=O)N2CCc3ccccc3C2)cc1,1.4,-1,25,8,10,3,3,10,-14

# A few values from the entries so far:
# `Cn1ncc([N+](=O)[O-])c1C(=O)Nc1ccc(-c2nc3ccccc3o2)cc1` in MPTP block shows -0.8
# `CC(=NCCc1c(C)[nH]c2ccc(C)cc12)C1=C(O)CC(c2ccccc2)CC1=O` (stereo unspecified) in MPTP block shows -2.4

# The results go on:
SMILES,MPTP block,APJ agonist,tim23-1 inh,APJ antag,MIN6 prolif,TIM10 inh,NLRP3 yeast inh,tim10-1 inh,NR3A LBD binder
Cc1nn(C)cc1/C=N/n1nnnc1N,1.6,-3,-5,-12,-2,-7,-20,-3,1
COc1ccccc1NS(=O)(=O)c1cc(NC(=O)c2ccc3ccccc3n2)ccc1Cl,-1.0,-2,2,-20,0,-4,9,9,-6
Cc1ccccc1NC(=O)c1ccc2ccccc2c1,0.4,-3,42,15,0,2,30,10,1
Cc1c(C(=S)NC(=O)C2CC2)c(=O)n(-c2ccccc2)n1C,-1.5,0,11,12,-3,14,13,7,-1
CC(=O)c1ccc(NC(=O)Cc2cccs2)cc1,0.8,-1,-6,11,1,-6,28,-18,-1
O=C(c1ccco1)N1CCN(Cc2nc3ccccc3c(=O)n2-c2ccc(F)cc2)CC1,-2.5,-3,17,7,0,17,-12,12,-2
O=C(Cn1cnc2ccc(Cl)cc2c1=O)c1cccs1,48,-2,44,10,-2,-3,20,4,5
COc1ccc(S(=O)(=O)N2CCN(c3cccc(C)c3C)CC2)cc1,-0.8,-4,28,7,-5,18,11,39,-1
CC(C)S(=O)(=O)c1csc(NC(=O)Nc2ccc(Cl)cc2)c1Cl,89*,2,22,8,-4,26,5,24,24*
CCOc1ccc(C(=O)OCC(=O)NCc2ccco2)cc1OCC,-2.8,1,6,18,-3,4,6,0,1
O=C(Nc1ccc2c(c1)ncn2-c1ccccc1)c1ccco1,-0.9,-5,28,-23,0,51*,38,29,0
CCCC(=O)c1ccc(N2CCC(C)CC2)c(F)c1,0.4,-4,12,0,-3,-21,32,7,1
CC1=NN(Cc2ccccc2)C(=O)/C1=C/c1ccc(N(C)C)cc1,3.0,-4,49,16,-3,23,-2,36,-3
O=C(NC1CCCC1)C(c1ccccn1)N(Cc1ccc(F)cc1)C(=O)c1csnn1 (stereo unspecified),0.8,-1,2,0,-4,15,27,-11,1
COc1ccc(CNc2ccc(S(=O)(=O)N3CCN(C)CC3)cn2)cc1OC,-1.5,1,13,13,1,-1,3,-1,2
O=C(Nc1ccc(-c2cnco2)cc1)c1ccc(F)cc1F,0.7,1,-6,-5,-3,10,12,-7,1
COc1ccccc1NC(=O)Nc1nc(CC(=O)NCc2c(F)cccc2F)cs1,-2.7,0,9,14,4,-6,27,0,-2
CCOC(=O)c1c(-c2cccc(C)c2)csc1NC(=O)c1c(-c2ccccc2)noc1C,1.8,-2,8,-4,-3,0,3,7,0
O=C(NC(=S)Nc1ccc(CN2CCOCC2)cc1)c1ccc(-c2cccc(Cl)c2)o1,1.8,0,32,9,-6,14,32,-8,-5
O=c1[nH]c2ccc(S(=O)(=O)Nc3ccc(-c4nnc5n4CCCCC5)cc3)cc2o1,-0.4,0,11,11,-2,0,4,2,-1
CC1(C)C2([N+](=O)[O-])CN3CC1([N+](=O)[O-])CN(C2)C31CCCC1,-2.6,5,21,19,3,4,9,7,-3
O=C(Cc1ccccc1)NC1CCN(C(=O)NCc2ccccc2)CC1,-1.3,3,10,5,0,1,5,12,4
COCCNc1oc(/C=C/c2ccc(F)cc2)nc1S(=O)(=O)c1ccccc1,-0.9,7,24,-5,-4,23,6,16,1
COc1cccc(C(=O)Nc2nc(C)cs2)c1,-1.1,3,6,10,0,19,42,-18,-3
COc1ccc(CNC(=O)CSc2nc3ccc(OC)cc3[nH]2)cc1,0.1,0,5,7,-3,-13,8,-8,-3

# Of the compounds above, these have a Cl atom:
SMILES,MPTP block,APJ agonist,tim23-1 inh,APJ antag,MIN6 prolif,TIM10 inh,NLRP3 yeast inh,tim10-1 inh,NR3A LBD binder
O=C(Nc1ccc2ccccc2c1)c1ccc(Cl)cc1,0.0,-1,-12,0,-3,-9,9,-6,-4
O=C(NNc1cccc(Cl)n1)Nc1ccccc1,0.8,8,16,-7,0,9,8,13,0
CC[C@@]1(C(=O)OC)N[C@H](CN(C)C(=O)Nc2ccc(Cl)cc2)[C@@H]2C(=O)N(C)C(=O)[C@@H]21,4.7,-4,-14,-1,-1,-4,3,-2,-1
CCc1ccccc1N(C(C)=O)c1nc(CCl)cs1,-0.1,-3,13,0,0,22,-3,8,0
COc1ccccc1NS(=O)(=O)c1cc(NC(=O)c2ccc3ccccc3n2)ccc1Cl,-1.0,-2,2,-20,0,-4,9,9,-6
O=C(Cn1cnc2ccc(Cl)cc2c1=O)c1cccs1,48,-2,44,10,-2,-3,20,4,5
CC(C)S(=O)(=O)c1csc(NC(=O)Nc2ccc(Cl)cc2)c1Cl,89*,2,22,8,-4,26,5,24,24*
O=C(NC(=S)Nc1ccc(CN2CCOCC2)cc1)c1ccc(-c2cccc(Cl)c2)o1,1.8,0,32,9,-6,14,32,-8,-5
